CAL PDZ FP-1 = human CAL PDZ-peptide interaction inhibition; AID 504414; 0.02% of 330,000 active; inhibition, % at 20 µM; purified CAL PDZ, TMR-peptide fluorescence polarization, 1 h;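 active means highest replicate inhibition of at least 40%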;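 further: plate controls were DMSO neutral control wells for no effect and unlabeled competitor peptide control wells for full effect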
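Control set: unlabelled peptide and DMSO controls / Material: purified CerCALP PDZ construct / Timing: 1 h incubation at room temperature before polarization reading / Doses: 20 µM, one dose / Detection: fluorescence polarization (mP)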
PvdQ acylase = P. aeruginosa PvdQ acylase inhibition; purified PvdQ acylase, fluorescence plate reader; 0.063% of 340,000 active; inhibition, % at 10 µM; in the data active means inhibition above about 30%, passing the limit was not always enough;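 further: 0% = vehicle neutral wells and 100% = reference inhibitor wells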
SR-BI DiI-HDL act = activators of SR-BI mediated HDL lipid uptake; 0.096% of 320,000 active; CHO ldlA[mSR-BI] cells, DiI-HDL uptake fluorescence, 3 h; 100 = double the neutral-control signal; activation, % at 12.5 µM;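 active means mean replicate activation of at least 60% and every replicate at or above 60%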;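 further: 0% = median plate neutral-control signal and 100% = twice that signal; values of inactives mirror those of a sister screen read the other way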
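Test system: SR-BI-overexpressing, LDLR-lacking CHO cells; Also added: labelled HDL, 10 µg/mL; Measured by: bottom-read cell fluorescence after medium removal, ex 550/em 595 nm; Timing: 3 h uptake period with compound, 37 °C; Buffer or medium: F12, 0.5% BSA, 25 mM HEPES; Doses: single compound concentration, delivered by pin transfer.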
SR-BI DiI inh = blocks mouse SR-BI lipid uptake from DiI-HDL. 0.96% of 320,000 active. ldlA[mSR-BI] CHO cells, DiI-HDL uptake fluorescence, 3 h. inhibition, % at 12.5 µM;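 active means mean replicate inhibition of at least 70% and a set share of replicates each scoring 70 or more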;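 further: 0% = median of neutral control wells and 100% = median of positive control wells; values of inactives mirror those of a sister screen read the other way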
Rtt109 Vps75 = inhibitors of Candida albicans Rtt109/Vps75 histone acetyltransferase; Q5AAJ8; purified Rtt109/Vps75, ThioGlo CoA-SH fluorescence, 4 h; inhibition, % at 34.9 µM; 0.16% of 330,000 active;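 active means inhibition of at least 50% in every replicate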
dFosB activator = enhances mouse delta FosB homodimer DNA binding; purified delta FosB, TAMRA-CDK5 oligo fluorescence polarization; percent of positive-control signal above neutral wells; activation, % at 25 µM; 0.99% of 340,000 active;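 active means mean activation above about 17%, with every replicate also reaching it, limit read from the data, passing the limit was not always enough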;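 further: fluorescence polarization rise as delta FosB binds a TAMRA Cdk5 AP-1 oligo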
CAL PDZ FP-2 = inhibitors of human CAL PDZ peptide binding | Q9HD26 | purified CAL PDZ, TMR-peptide fluorescence polarization, 1 h | inhibition, % at 24.9 µM | 0.92% of 300,000 active | AID 602252;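 active means mean inhibition of at least 30% with at least half of replicates also reaching 30%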;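 further: 0% = DMSO neutral control and 100% = excess unlabeled competitor peptide PRC23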
PfHsp90 set2 = growth inhibition of yeast expressing Plasmodium Hsp90 | S. cerevisiae expressing PfHsp90, BacTiter-Glo ATP, 48 h; yeast lacking PDR1 and PDR3 efflux regulators | inhibition, % at 9.4 µM | 0.32% of 310,000 active | AID 504621;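 active means every replicate shows inhibition above about 80%, whatever the replicate mean, limit read from the data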;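 further: 0% = DMSO neutral controls and 100% = 20 µM radicicol positive controls; yeast relying on Plasmodium falciparum Hsp90 in place of its own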
NSD2 HMT inh = NSD2 (human) methyltransferase inhibition; O96028; NSD2 peptide methylation, AlphaScreen, 120 min; inhibition, % at 12.5 µM; 0.54% of 310,000 active; AID 743445; in the data active means inhibition above about 50%
MITF act = increases MITF-driven TRPM1 promoter luciferase signal; SK-MEL-5 TRPM1-promoter luciferase, 24 h; % of positive control, neutral wells = 0; activation, % at 12.5 µM; 0.75% of 300,000 active;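 active means mean activation of at least 80% with every replicate also reaching 80%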;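 further: 0% = neutral control wells and 100% = parthenolide positive control wells; values of inactives mirror those of a sister screen read the other way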
Active calls of the source: *; nt = no result given; & = joins results of further samples.

Order of values – CAL PDZ FP-1	PvdQ acylase	SR-BI DiI-HDL act	SR-BI DiI inh	Rtt109 Vps75	dFosB activator	CAL PDZ FP-2	PfHsp90 set2	NSD2 HMT inh	MITF act
[1] O=S(=O)(c1cccc2ccccc12)N1CCC2CC1c1cc(-c3ccc(F)cc3)ccc12 (stereo unspecified)
→ 0.8	-3.6	-24.5	24.5	-1.2	-16.8	-7.2	6.0	nt	-4.8
[2] O=C1NCCCC1C(=O)N/N=C/c1cccc(Cl)c1 (stereo unspecified)
→ -0.9	-9.6	5.6	-5.6	-1.5	-7.5	-9.1	15.3	2.4	10.3
[3] Cc1nnc(Nc2ccc3c(c2)OCO3)c2ccccc12
→ 0.6	-8.4	nt	nt	5.3	2.4	1.4	10.9	nt	38.9
[4] CC(=O)Oc1ccc2nc(-c3ccc(Br)o3)oc(=O)c2c1
→ 1.2	-0.3	-29.6	29.6	0.4	-16.8	nt	7.0	-1.9	-12.7
[5] CCOC(=O)C(C)n1cnc2c(nnn2-c2cccc(OC)c2)c1=O (stereo unspecified)
→ 0.0	-16.9	-16.9	16.9	-0.6	3.7	nt	14.5	-2.5	26.8
[6] Cc1cc(C)c(OCC(=O)N2CCN(c3ncc(C(F)(F)F)cc3Cl)CC2)c(C)c1
→ -3.1	-5.5	-23.2	23.2	-1.4	-14.0	1.0	-16.7	3.7	-3.5
[7] CCn1ncc(C2=NOC(C(=O)Nc3cccc(O)c3)C2)c1C (stereo unspecified)
→ 0.2	-15.7	24.8	-24.8	3.5	-0.2	-2.7	31.7	-0.9	-14.1
[8] COc1ccc(C(=O)N/N=C(\C)c2ccc3c(c2)C2C=CCC2C(c2ccccc2)N3)cc1 (stereo unspecified)
→ -0.7	15.2	-24.5	24.5	11.7	-11.2	nt	-1.7	nt	4.1
[9] O=c1cc2c(nn1Cc1cccc([N+](=O)[O-])c1)-c1ccccc1CC2
→ -0.1	-5.3	4.0	-4.0	10.5	-3.2	nt	-49.0	0.4	-1.7
[10] CC(C)n1cnc2c(Nc3cccc(Cl)c3)nc(N(CCO)CCCO)nc21
→ 1.5	-1.9	-6.8	6.8	7.8	-4.8	0.6	-0.8	nt	-46.6
[11] O=C(CCC1CCCC1)N1CCN(S(=O)(=O)c2ccc(Br)cc2)CC1
→ -0.1	-5.7	-2.7	2.7	-15.7	-5.3	-5.3	nt	-0.3	-8.1
[12] Cc1cc(=O)c2c(o1)CC(C)(C)CC2=O
→ -0.7	12.6	7.8	-7.8	6.1	5.2	-1.7	4.6	-0.9	4.6
[13] CC(=O)Nc1ccc(S(=O)(=O)NCC2CCC(C(=O)NCCCN(C)Cc3ccccc3)CC2)cc1 (stereo unspecified)
→ -1.3	-14.1	5.1	-5.1	-2.0	-0.6	-5.3	9.6	0.7	8.6
[14] C/C(Cc1ccccc1)=N\NC(=O)CNC(=O)c1ccc(Br)cc1
→ -2.6	8.4	11.2	-11.2	nt	-3.1	-4.8	13.3	-5.2	-6.8
[15] O=C1CCCN1c1ccc(S(=O)(=O)N2CCCCC2)cc1[N+](=O)[O-]
→ -1.1	-7.9	-9.4	9.4	9.5	1.0	-6.7	5.7	-4.5	-9.8
[16] COc1cc(OC)cc(N2C(=O)CSCC2=O)c1
→ -0.4	-7.6	14.0	-14.0	0.8	-3.2	2.3	-28.1	7.0	-0.4
[17] CCOC(=O)c1sc2nc(C(C)C)c3c(c2c1N)CC(C)(C)OC3
→ nt	3.9	6.0	-6.0	-5.1	-10.5	-2.7	-14.0	-2.9	2.9
[18] COC(=O)CNC(=O)COC(=O)/C=C/c1cccs1
→ -2.9	-1.1	nt	nt	-7.4	-1.5	-0.7	-6.4	-8.2	-12.0
[19] CNC(=O)C(=O)Nc1ccc2c(c1)N(S(=O)(=O)c1cccs1)CCC2
→ -2.1	-14.0	1.3	-1.3	1.4	-3.4	-1.0	nt	-1.7	2.2
[20] C[C@H](NC(=O)C1CCN(S(=O)(=O)c2ccccc2)CC1)C(=O)NCc1ccccn1
→ -0.9	-5.1	10.2	-10.2	6.6	4.0	nt	-9.3	-9.7	5.1
[21] CCCCCOc1ccc(NC(=O)C(=O)NCC2CCCN2CC)cc1 (stereo unspecified)
→ -0.2	0.3	-7.9	7.9	-3.2	1.9	-4.0	-8.9	0.2	33.4
[22] CC1(C)Cc2c(cnn2-c2ccccc2)C(=O)/C1=N\NC(=O)c1ccncc1
→ -0.3	20.9	-27.6	27.6	-18.6	-4.7	-1.1	-3.4	2.0	-4.2
[23] Cc1ccc(C)c(OCCC(=O)OCC(=O)NCCNC(=O)COC(=O)CCOc2cc(C)ccc2C)c1
→ -1.0	-6.6	-10.5	10.5	-2.0	-9.2	1.0	-58.3	-0.4	1.5
[24] COc1ccc(-c2cccc(NS(=O)(=O)c3cccc([N+](=O)[O-])c3)c2)nn1
→ -3.7	7.5	21.0	-21.0	2.7	-6.9	2.5	-3.2	2.7	0.0
[25] CN(C)S(=O)(=O)c1ccc(NC(=S)NC(=O)C2CCC2)cc1
→ 1.3	6.1	8.3	-8.3	15.7	-0.8	-3.1	-3.1	0.7	5.3
[26] Cc1[nH]c2ccccc2c1/C=N/NC(=O)CNC(=O)c1cccs1
→ 0.3	0.8	11.4	-11.4	-7.9	1.7	-6.7	3.0	0.7	nt
[27] Cc1ccc(SC(C)C(=O)N2CCN(c3ccccc3)CC2)cc1 (stereo unspecified)
→ 0.3	-13.0	7.4	-7.4	0.4	0.6	-2.8	22.4	0.2	nt
[28] CCOC(=O)N1CCN(S(=O)(=O)c2ccc3[nH]c(=O)sc3c2)CC1
→ -0.7	-6.0	-8.8	8.8	-3.4	4.1	-0.8	22.8	2.2	-5.0
[29] CN(C)CC(=O)Nc1nc(-c2ccccc2)cs1
→ -0.3	-1.4	11.0	-11.0	11.8	-5.0	2.1	-26.5	1.1	1.9
[30] CCOC(=O)C1=C(C)NC(C)=C(C(=O)OCC)C1c1ccc([N+](=O)[O-])s1
→ 0.3	-14.6	5.4	-5.4	3.0	-1.9	nt	5.5	2.9&10.9	nt
[31] Cc1ccccc1OCC(=O)NCC(=O)OCC(=O)c1ccc2ccccc2c1
→ 3.0	-3.2	4.8	-4.9	-4.9	-13.0	3.2	-60.8	4.2	nt
[32] CC(NC(=O)CCCC1CCCCC1)c1ccc(S(N)(=O)=O)cc1 (stereo unspecified)
→ -3.8	-9.2	-4.5	4.5	-1.2	-18.3	-13.7	-1.9	-0.9	14.9
[33] Cc1ccccc1C(=O)NC(=S)Nc1cccc(NC(=O)C(C)C)c1
→ -3.6	5.1	-63.5	63.5	0.0	0.2	-1.2	-3.1	-0.5	-3.1
[34] O=C(/C=C/c1cccc([N+](=O)[O-])c1)NCc1cccnc1
→ -5.0	-15.3	7.6	-7.6	4.7	2.8	-3.0	-3.6	0.7	-12.5
[35] O=C(NCCCN1CCCC1=O)c1ccc(Cl)c(S(=O)(=O)N2CCCCC2)c1
→ -1.9	5.6	12.3	-12.3	1.3	-4.5	0.8	-0.1	-5.0	-2.8
[36] COc1cccc(CNC(=O)N[C@@H](CC(C)C)C(=O)O)c1
→ -1.0	-16.9	9.3	-9.3	5.3	-1.3	0.7	-6.0	-9.7	-4.5
[37] NC(=S)NNC(=O)c1cc(C(F)(F)F)cc(C(F)(F)F)c1
→ -0.3	-11.7	2.3	-2.3	4.5	1.2	nt	-4.1	1.2	nt
[38] COc1ccc(S(=O)(=O)Nc2ccc3c(c2)OCO3)cc1C(=O)O
→ -2.4	-0.9	-6.7	6.7	25.2	5.7	-1.6	-0.9	nt	-4.7
[39] CC(=O)c1c(C(C)=O)c(C)n(-c2ccc(C)c(NC(=O)c3ccccc3Cl)c2)c1C
→ -1.5	-0.7	-78.5	78.5*	23.2	-16.1	-2.7	nt	-1.1	-14.0
[40] CCCOc1ccc(/C=C/c2[nH]c(=O)[nH]c(=O)c2[N+](=O)[O-])cc1OCC
→ 1.5	16.5	nt	nt	8.2	-8.8	-2.0	1.5	2.2	-4.2

3 compounds from above, arranged by molecular weight, descending:
Order of values – CAL PDZ FP-1	PvdQ acylase	SR-BI DiI-HDL act	SR-BI DiI inh	Rtt109 Vps75	dFosB activator	CAL PDZ FP-2	PfHsp90 set2	NSD2 HMT inh	MITF act
[31] Cc1ccccc1OCC(=O)NCC(=O)OCC(=O)c1ccc2ccccc2c1
→ 3.0	-3.2	4.8	-4.9	-4.9	-13.0	3.2	-60.8	4.2	nt
[32] CC(NC(=O)CCCC1CCCCC1)c1ccc(S(N)(=O)=O)cc1 (stereo unspecified)
→ -3.8	-9.2	-4.5	4.5	-1.2	-18.3	-13.7	-1.9	-0.9	14.9
[38] COc1ccc(S(=O)(=O)Nc2ccc3c(c2)OCO3)cc1C(=O)O
→ -2.4	-0.9	-6.7	6.7	25.2	5.7	-1.6	-0.9	nt	-4.7

Other results follow:
Order of values – CAL PDZ FP-1	PvdQ acylase	SR-BI DiI-HDL act	SR-BI DiI inh	Rtt109 Vps75	dFosB activator	CAL PDZ FP-2	PfHsp90 set2	NSD2 HMT inh	MITF act
[41] CC1(C)C(O)=C(c2nc3ccccc3[nH]2)C(=N)N1c1ccccc1
→ -2.2	7.5	-1.8	1.8	nt	-5.8	-3.4	nt	18.4	nt
[42] C1=C2C[N+]3(CCCC3)CC2Cc2ccc3ccccc3c21 (stereo unspecified)
→ 0.2	-11.5	46.9	-46.9	-6.5	0.8	-4.0	-15.3	3.9	-0.8
[43] O=C(Cc1ccc(Cl)cc1)N/N=C/c1cccc(O)c1
→ -1.1	-15.3	-39.5	39.5	-0.4	-6.4	-1.5	-19.3	-0.7	nt
[44] COc1ccccc1C(=O)NNC(=S)NC(=O)c1ccco1
→ -0.5	-3.6	7.2	-7.2	4.5	-6.4	-4.6	104.1*	-0.4	5.6
[45] Cc1c(C(=O)NCc2ccco2)oc2c(F)cccc12
→ 0.3	-17.2	2.6	-2.6	3.9	-10.1	1.7	-3.9	-1.1	-14.8
[46] Cc1c(C(N)=O)sc2ncn(CC(=O)NCCc3ccccc3)c(=O)c12
→ -1.0	-8.6	-5.9	5.9	4.3	0.0	-3.3	18.9	1.5	-11.2
[47] CCN(CC(=O)NC1CCS(=O)(=O)C1)C(=O)/C=C/c1cccs1 (stereo unspecified)
→ -0.5	1.2	16.9	-16.9	5.7	-1.6	nt	-33.8	-2.7	-7.6
[48] O=C(C1=C(O)C(=O)N(Cc2ccco2)C1c1cccc(O)c1)c1ccco1 (stereo unspecified)
→ -3.1	-14.5	21.0	-21.0	9.5	-3.2	-0.8	11.3	-2.9	-7.5
[49] COC(=O)[C@H](CCSC)NC(=O)Nc1ccc(C)c(C)c1
→ 0.6	-2.6	27.6	-27.6	4.2	4.5	-3.8	14.5	-6.8	-4.3

Source: PubChem BioAssay (Broad Institute)
